# MRP reversal = reversal of MRP1-mediated doxorubicin resistance, primary screen, H69AR cells, doxorubicin co-treatment | H69AR cells + 2 uM doxorubicin, CellTiter-Glo, 72 h | differential viability (reversal), % at 10 µM | 0.04% of 85,000 active | AID 602, 2007;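 active means viability drop by adding the cancer drug above about 55%, with treated viability meeting a 40% cutoff, limit read from the data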;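 further: viability without doxorubicin minus viability with 2 µM doxorubicin for each compound; larger differential means the compound sensitizes cells more to doxorubicin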
# MRP reversal cytotoxicity = further read-out of MRP reversal, marked with its call; viability, %; H69AR cells, CellTiter-Glo, 72 h; measured here: cytotoxicity without doxorubicin
# MRP reversal with doxorubicin = further read-out of MRP reversal, marked with its call; viability, %; measured here: viability with 2 uM doxorubicin; stronger effect = lower value
# An asterisk follows results filed as active. Some of the compounds tested. The share of hits here may be higher or lower than overall.
SMILES,MRP reversal,MRP reversal cytotoxicity,MRP reversal with doxorubicin
O=C1[O][Bi][O]c2ccccc21,-19,91,109
CCN(CCCc1ccccc1)CCCc1ccccc1,0,86,85
CCOC(=O)C1CCCN(c2c(N3CCN(c4cccc(Cl)c4)CC3)c(=O)c2=O)C1 (centres undefined),0,94,94
CCCC1O[C@@H]2C[C@H]3[C@@H]4CCC5=CC(=O)C=C[C@]5(C)[C@H]4[C@@H](O)C[C@]3(C)[C@]2(C(=O)CO)O1 (some centres undefined),-11,71,83
CCC(C)NC(=O)CC(NS(=O)(=O)c1ccc(C)cc1)c1ccc(OC)cc1 (centres undefined),11,96,84
COCCCNCC(=O)Nc1ccc(OC(F)(F)F)cc1,7,93,86
CCN1CCN(C(=O)N[C@@H](C(=O)N[C@@H]2C(=O)N3[C@@H]2SC(C)(C)[C@@H]3C(=O)O)c2ccccc2)C(=O)C1=O,2,101,99
O=C(CSc1nccc2ccccc12)N1CCN(Cc2ccc3c(c2)OCO3)CC1,31,84,53
COc1cc(NS(=O)(=O)c2ccc(N)cc2)ncn1,5,104,99
CCC(=O)N1CCc2cc(S(=O)(=O)NC(Cc3ccccc3)C(=O)NC3CCCCC3)ccc21 (centres undefined),8,100,93
CN1CCN(C2=Nc3ccccc3Oc3ccc(Cl)cc32)CC1,19,56,36
CCOC(=O)c1ccc(CNC(=O)c2cc3cccc(OC)c3oc2=O)o1,-11,89,100
CC1CCc2c(sc(NC(=O)c3noc4c3CCCC4)c2C(N)=O)C1 (centres undefined),-5,79,84
Cc1cc(=O)n2[nH]cnc2n1,7,101,94
O=c1[nH]c(=O)n([C@H]2C[C@H](O)[C@@H](CO)O2)cc1F,-28,15,43
COc1ccccc1C1/C(=C(/O)c2cnn(-c3ccccc3)c2C)C(=O)C(=O)N1CCN(C)C (centres undefined),1,101,100
COc1ccccc1C1/C(=C(/O)c2ccc(C)cc2)C(=O)C(=O)N1Cc1ccco1 (centres undefined),9,109,101
CCCCCC(=O)N1CC2(CC)CN(C(=O)CCCCC)CC(CC)(C1)C2=O,6,90,84
O=C(c1cnn(-c2ccccc2)c1-n1cccc1)N1CCN(C2CCCCC2)CC1,15,94,79
COc1cc(NC(=O)CN2CC(c3ccccc3)CC2=O)cc(OC)c1 (centres undefined),22,92,70

# Laid out differently: entries from further up
mol	MRP reversal	MRP reversal cytotoxicity	MRP reversal with doxorubicin
O=C1[O][Bi][O]c2ccccc21	-19	91	109
CCN(CCCc1ccccc1)CCCc1ccccc1	0	86	85
CCOC(=O)C1CCCN(c2c(N3CCN(c4cccc(Cl)c4)CC3)c(=O)c2=O)C1 (centres undefined)	0	94	94
CCCC1O[C@@H]2C[C@H]3[C@@H]4CCC5=CC(=O)C=C[C@]5(C)[C@H]4[C@@H](O)C[C@]3(C)[C@]2(C(=O)CO)O1 (some centres undefined)	-11	71	83
CCC(C)NC(=O)CC(NS(=O)(=O)c1ccc(C)cc1)c1ccc(OC)cc1 (centres undefined)	11	96	84
COCCCNCC(=O)Nc1ccc(OC(F)(F)F)cc1	7	93	86
CCN1CCN(C(=O)N[C@@H](C(=O)N[C@@H]2C(=O)N3[C@@H]2SC(C)(C)[C@@H]3C(=O)O)c2ccccc2)C(=O)C1=O	2	101	99
O=C(CSc1nccc2ccccc12)N1CCN(Cc2ccc3c(c2)OCO3)CC1	31	84	53
COc1cc(NS(=O)(=O)c2ccc(N)cc2)ncn1	5	104	99
CCC(=O)N1CCc2cc(S(=O)(=O)NC(Cc3ccccc3)C(=O)NC3CCCCC3)ccc21 (centres undefined)	8	100	93
CN1CCN(C2=Nc3ccccc3Oc3ccc(Cl)cc32)CC1	19	56	36
CCOC(=O)c1ccc(CNC(=O)c2cc3cccc(OC)c3oc2=O)o1	-11	89	100
CC1CCc2c(sc(NC(=O)c3noc4c3CCCC4)c2C(N)=O)C1 (centres undefined)	-5	79	84
Cc1cc(=O)n2[nH]cnc2n1	7	101	94
O=c1[nH]c(=O)n([C@H]2C[C@H](O)[C@@H](CO)O2)cc1F	-28	15	43
COc1ccccc1C1/C(=C(/O)c2cnn(-c3ccccc3)c2C)C(=O)C(=O)N1CCN(C)C (centres undefined)	1	101	100
COc1ccccc1C1/C(=C(/O)c2ccc(C)cc2)C(=O)C(=O)N1Cc1ccco1 (centres undefined)	9	109	101
CCCCCC(=O)N1CC2(CC)CN(C(=O)CCCCC)CC(CC)(C1)C2=O	6	90	84
O=C(c1cnn(-c2ccccc2)c1-n1cccc1)N1CCN(C2CCCCC2)CC1	15	94	79
COc1cc(NC(=O)CN2CC(c3ccccc3)CC2=O)cc(OC)c1 (centres undefined)	22	92	70

# Additional records follow:
SMILES,MRP reversal,MRP reversal cytotoxicity,MRP reversal with doxorubicin
N[C@@H](Cc1cc(I)c(Oc2ccc(O)c(I)c2)c(I)c1)C(=O)O,3,90,87
Cn1c(Cn2c(=O)sc3ccccc32)nnc1SCC(=O)NCCc1ccccc1,-1,92,93
CC1CCN(C(=O)CSc2ccc3nnc(-c4ccc(F)cc4)n3n2)CC1,-9,76,85
CCOC(=O)N1CCN(c2c(-c3ccc(C)c(C)c3)c(=O)c2=O)CC1,11,87,75
COc1ccc(-c2nnc(SCC(=O)N3CCN(c4ccccc4)CC3)o2)cc1OC,-23,14,37
Cc1cc2oc3c(c(=O)c2cc1C)C(c1ccc(F)cc1)N(CCCN1CCOCC1)C3=O (centres undefined),16,96,80
Cc1cc(N2CCN(C3CCCCC3)CC2)nc2cccc(O)c12,0,71,71
CC1CCCCN1Cc1nc2c(c(=O)n(C)c(=O)n2C)n1Cc1c(F)cccc1Cl (centres undefined),18,84,66
COc1ccc(-n2ncc3c(N4CCN(c5cccc(C)c5C)CC4)ncnc32)cc1,-6,7,13
Cc1cccc2nc(Cn3c(=O)n(CCCC(=O)NCc4ccco4)c(=O)c4ccccc43)cc(=O)n12,-1,73,74
CCOc1ccc(CN2CCN(C(=O)c3cccc(F)c3)CC2)cc1,19,84,65
CC1CCCN(S(=O)(=O)c2ccc(Br)s2)C1 (centres undefined),18,94,76
Cc1ccc(N2CC(c3nc4ccccc4[nH]3)CC2=O)c(C)c1 (centres undefined),11,88,77
CN1CCN(C2=Nc3cc(Cl)ccc3Nc3ccccc32)CC1,7,80,73
O=c1c2sc3nc(N4CCOCC4)c4c(c3c2ncn1Cc1ccco1)CCCC4,-4,69,73
CC[C@H]1OC(=O)C[C@@H](O)[C@H](C)[C@@H](O[C@@H]2O[C@H](C)C[C@H](N(C)C)[C@H]2O)[C@@H](CC=O)C[C@@H](C)C(=O)C=C[C@]2(C)O[C@H]2[C@@H]1C,-9,25,35
CC1CCCN(C(c2ccccc2)c2sc3ncnn3c2O)C1 (centres undefined),-24,75,99
CC1CCN(C(=O)Cn2c(=O)oc3ccccc32)CC1,-11,83,94
Cc1nnc(SCC2=C(C(=O)O)N3C(=O)[C@@H](NC(=O)Cn4cnnn4)[C@H]3SC2)s1,0,96,95
CCOC(=O)N1CCC(NC(=O)c2ccc3c(c2)sc2nc(-c4cccc(OC)c4)cn23)CC1,-3,51,53

# The final two entries of the section above lead into the next.
SMILES,MRP reversal,MRP reversal cytotoxicity,MRP reversal with doxorubicin
Cc1nnc(SCC2=C(C(=O)O)N3C(=O)[C@@H](NC(=O)Cn4cnnn4)[C@H]3SC2)s1,0,96,95
CCOC(=O)N1CCC(NC(=O)c2ccc3c(c2)sc2nc(-c4cccc(OC)c4)cn23)CC1,-3,51,53
CCOC(=O)C1=C(C)Nc2nc(C)nn2C1c1ccc(OC)c(OC)c1 (centres undefined),0,90,89
CC(=O)Nc1nnc(S(N)(=O)=O)s1,0,93,93
CCCc1cc(=O)[nH]c(=S)[nH]1,7,94,86
Cc1ccc(NC(=O)N2CCc3ccccc32)cc1,-16,47,63
Cc1ccc(C2C(C(=O)c3cc4ccccc4o3)=C(O)C(=O)N2CCN(C)C)o1 (centres undefined),11,92,81
COc1ccc(OC)c(C2C(C(=O)c3ccco3)=C(O)C(=O)N2CCCN2CCOCC2)c1 (centres undefined),-6,85,91
N#Cc1ccccc1Cn1c(=O)n(CCCC(=O)NCc2ccc3c(c2)OCO3)c(=O)c2ccccc21,2,40,38
CCOc1ccc(S(=O)(=O)NCc2ccc(C)cc2)c2cccnc12,0,88,89
CCN(CC)CCCN1C(=O)C(O)=C(C(=O)c2ccc(C)o2)C1c1ccc(C)o1 (centres undefined),-8,98,106
CCCCCOC(=O)C1C(c2ccccc2)C(C(=O)O)C1c1ccccc1 (centres undefined),2,97,95
CCSc1nnc(Cc2cc(=O)[nH]c(=O)[nH]2)n1-c1cccc(C)c1,10,104,94
CCc1cccc(Nc2cc(C)nc3nc(C)nn23)c1,-1,90,91
O=C(C1CCN(c2nnc(N3CCCC3=O)s2)CC1)N1CCN(Cc2ccc3c(c2)OCO3)CC1,8,93,85
O=c1cc(-c2ccccc2Cl)c2c([nH]1)CCC2,3,96,93
CCN1C(=O)CSc2ccc(C(=O)OC)cc21,-11,83,94
CCCC(CCC)C(=O)OC1C[C@H]2CC[C@@H](C1)[N+]2(C)C (some centres undefined),19,92,73
COc1ccc(-c2c(C)nn3c(N4CCC(C(=O)N5CCCCC5)CC4)cc(C)nc23)cc1OC,21,51,30
Cc1cc2cc(CNC(=O)c3ccco3)ccc2n1C,11,102,90
c1nc(N2CCC3(CC2)OCCO3)c2[nH]cnc2n1,2,89,88
Cn1c(Cn2c(=O)sc3ccccc32)nnc1SCC(=O)NCc1ccco1,5,100,95
CCCc1nnc(NC(=O)Nc2ccccc2OC)s1,4,91,87
O=C(NCCn1ccc2ccccc21)C1CCCCC1,6,95,89
O=C(O)CC1C(=O)NCCN1Cc1ccc(F)c(F)c1 (centres undefined),-40,44,85
Cc1cc(C)n(Cc2ccccc2F)c(=O)c1C#N,4,99,95
COc1cccc(-c2nnc(NC(C)=O)o2)c1,-12,102,113
O=C(OCn1nnc2ccccc2c1=O)c1cc2ccccc2o1,5,99,94
CCC(=O)Nc1c2c(nn1-c1cccc(Cl)c1)CSC2,12,93,81
Cc1cc2cc(CN3C(=O)c4ccccc4C3=O)ccc2[nH]1,-6,92,98
O=C(Nc1ccc2c(c1)nc1n2CCN(C2CCCCC2)C1)c1ccco1,8,77,69
C=CCNc1nc(C2(C)CC3(CC(C)OC3=O)C(=O)O2)cs1 (centres undefined),3,95,92
Cn1c(Cn2c(=O)sc3ccccc32)nnc1SCC(=O)N1CCCc2ccccc21,2,86,84
CC1CN(c2nc3c(c(=O)n(C)c(=O)n3C)n2Cc2c(Cl)cccc2Cl)CC(C)O1 (centres undefined),11,66,55
COc1ccc(-c2noc(CCC(=O)O)n2)cc1,-11,94,105
CN(Cc1ccccc1)C(=O)c1ccc2c(c1)OCO2,7,94,87
CCOC(=O)N1CCN(S(=O)(=O)c2cc(Cl)ccc2Cl)CC1,7,90,83
CCOC(=O)[C@H](CCc1ccccc1)N[C@@H](C)C(=O)N1CCC[C@H]1C(=O)O,-8,98,106
Cc1ccc(Cn2c(=O)n(Cc3ccco3)c(=O)c3ccccc32)cc1,3,98,95
c1ccc(-c2nc3c4ccccc4nc(N4CCN(c5ccccn5)CC4)n3n2)cc1,2,55,53
COc1ccc(C2C(C(=O)OC3CCCCC3)=C(C)Nc3nnnn32)c(OC)c1OC (centres undefined),-4,7,11
CCN(CC)CCCN1C(=O)C(=O)/C(=C(/O)c2c(C)nc3ccccn23)C1c1ccc(C)o1 (centres undefined),-4,91,96
CC(C)(C)C(=O)Cn1c(=N)n(Cc2ccccc2)c2ccccc21,-39,38,77
O=c1c2ccccc2cnn1-c1nc2ccccc2s1,-8,62,70
CCOc1ccc(NC(=O)C2CCN(c3nnnn3-c3ccccc3)CC2)cc1,-20,48,69
CC1(C)CC(=O)C2=C(C1)N(CCN1CCOCC1)C1=C(C(=O)CC(C)(C)C1)C2c1ccc(Cl)cc1,38,69,31
O=C(CCn1c(=S)[nH]c2cc3c(cc2c1=O)OCO3)N1CCN(c2ccccn2)CC1,-7,78,85
O=C(CSc1nnc(Cn2c(=O)sc3ccccc32)n1-c1ccccc1)NCc1ccco1,9,89,80
COc1cc(OC)cc(-n2nc(C(=O)N3CC(C)CC(C)C3)c3ccccc3c2=O)c1 (centres undefined),-2,74,76
Cc1c2c(n3c(nc4ccccc43)c1C#N)N(Cc1ccccn1)CC2,15,70,56
Cc1c(/C(O)=C2/C(=O)C(=O)N(CCCN3CCOCC3)C2c2ccncc2)cnn1-c1ccccc1 (centres undefined),14,98,84
CCc1nc2ccccc2c(=O)n1CCCCn1c(CC)nc2ccccc2c1=O,-24,69,93
Cn1c(=O)c2c(nc(CN3CCN(CCO)CC3)n2CCc2ccccc2)n(C)c1=O,26,103,77
CC(C)NCC(O)COc1ccc(CCOCC2CC2)cc1 (centres undefined),-1,94,95
C=CCn1c(O)c(N=NC(=S)Nc2ccc(OC)cc2)c2ccccc21,-30,35,65
CN(CC(=O)N1CCN(c2cccc(Cl)c2)CC1)S(=O)(=O)c1cnc[nH]1,13,98,84
Cn1c(=O)oc2cc(S(=O)(=O)NCCN3CCc4ccccc4C3)ccc21,19,96,77
O=c1ccc2cc(O)c(O)cc2o1,-34,37,71
Cc1cc(N2CCN(C3CCCCC3)CC2)n2nc(C)nc2n1,-13,83,96
CN(O)/C=c1/ccc2c(n1)C(=O)C=CC=2,-40,37,77
CC(C)(Oc1ccc(CCNC(=O)c2ccc(Cl)cc2)cc1)C(=O)O,5,99,94
CCOC(=O)CSCc1nc(-c2ccc(Cl)cc2)oc1C,8,90,83

# (continued)
SMILES,MRP reversal,MRP reversal cytotoxicity,MRP reversal with doxorubicin
CCN1CCN(C(c2cccs2)C(C)NC(=O)C(C)C)CC1 (centres undefined),-11,94,104
O=c1oc2ccccc2n1Cc1ccccc1Cl,32,95,63
CC(=O)c1ccc(N2CCN(C(=O)c3cc4c(=O)n(C)c5ccccc5c4n3C)CC2)cc1,7,86,79
CCc1cc2c(=O)c(-c3nc4ccccc4[nH]3)coc2c(CN2CCCC(C)C2)c1O (centres undefined),9,81,71
O=C(Cn1cnc2c(nnn2Cc2ccc(Cl)cc2)c1=O)N1CCN(c2ccccc2)CC1,-11,93,103
COc1ccc(/C(O)=C2\C(=O)C(=O)N(CCN3CCOCC3)C2c2ccccc2OC)cc1 (centres undefined),11,95,85

# Compound activity as filed in PubChem.
